Screening data as filed in PubChem.
Tau ThT inhib – tau fibrillization inhibition (ThT binding) | actives 2.1% (n = 270,000) | Potency, µM (series often up to 57.4 µM), for inactives: at the highest dose activity, negative = inhibition, usual class: inhibitors | recombinant tau K18 P301L, heparin-induced fibrillization, ThT fluorescence | AID 1460 | P10636; also: % is scaled to controls: 0 for no effect and ±100 for the full control effect; nearly all actives have a fitted effect of over 55% in size
Target sequence (P10636 561-689 P618L limits assumed): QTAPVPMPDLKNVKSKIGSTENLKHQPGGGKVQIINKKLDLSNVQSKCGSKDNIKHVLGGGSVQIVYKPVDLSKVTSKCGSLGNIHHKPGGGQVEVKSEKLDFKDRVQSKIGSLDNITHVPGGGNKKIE
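Using a mix of unlabeled (15 uM) and Alexa 594-labeled (0.24 uM) tau K18 P301L, heparin-triggered fibrillization over 6 hr at 37 C was scored by ThT fluorescence.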
Tau FP inhib – blocks human tau fibril formation measured by polarization. P10636. K18 P301L tau heparin fibrillization, Alexa594 FP, 6 h. Potency, µM (series often up to 57.7 µM), inactives show at the highest dose activity, negative = inhibition, most hits filed as inhibitors. actives 0.39% (n = 280,000). AID 1468; also: % is scaled to controls: 0 for no effect and ±100 for the full control effect; nearly all actives have a fitted effect of over 55% in size
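Compound effects on tau fibrillization are measured by Alexa 594 fluorescence polarization (ex 555, em 632 nm). K18 P301L tau is used at 15 uM with 0.24 uM labeled tracer, and 20 uM heparin induces aggregation over 6 hr at 37 C.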
HttQ103 aggreg – mutant huntingtin aggregation inhibition; PC12 HttQ103-GFP aggregates, Acumen cytometry, 40 h; Potency, µM (doses to about 46.1 µM), without a hit: at the highest dose activity change, negative = inhibition, usual class: inhibitors; actives 1.1% (n = 220,000); AID 1688; also: % is scaled to controls: 0 for no effect and ±100 for the full control effect; nearly all actives have a fitted effect of over 60% in size
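Compounds (qHTS titration) were added to PC12 cells expressing an ecdysone-driven HTT exon 1 Q103–GFP fusion after induction with 100 nM tebufenozide. Aggregate formation was measured as GFP objects in cell lysates.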
ALDH1A1 block – inhibitors of human aldehyde dehydrogenase 1A1. P00352. Purified ALDH1A1, NADH fluorescence, propionaldehyde substrate. Potency, µM (highest dose often 75.3 µM), inactives show at the highest dose activity, negative = inhibition, usual class: inhibitors. actives 7.3% (n = 220,000). AID 1030; active = well fitted inhibition curve with a large enough effect, not every such curve was filed as active; inconclusive = small, poorly fitted or top-dose-only effect, or another doubt; inactive = no such curve, though single readings can be large or run the other way;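 also: plate controls were no enzyme wells and a reference inhibitor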
Target sequence (P00352 whole entry, looked up): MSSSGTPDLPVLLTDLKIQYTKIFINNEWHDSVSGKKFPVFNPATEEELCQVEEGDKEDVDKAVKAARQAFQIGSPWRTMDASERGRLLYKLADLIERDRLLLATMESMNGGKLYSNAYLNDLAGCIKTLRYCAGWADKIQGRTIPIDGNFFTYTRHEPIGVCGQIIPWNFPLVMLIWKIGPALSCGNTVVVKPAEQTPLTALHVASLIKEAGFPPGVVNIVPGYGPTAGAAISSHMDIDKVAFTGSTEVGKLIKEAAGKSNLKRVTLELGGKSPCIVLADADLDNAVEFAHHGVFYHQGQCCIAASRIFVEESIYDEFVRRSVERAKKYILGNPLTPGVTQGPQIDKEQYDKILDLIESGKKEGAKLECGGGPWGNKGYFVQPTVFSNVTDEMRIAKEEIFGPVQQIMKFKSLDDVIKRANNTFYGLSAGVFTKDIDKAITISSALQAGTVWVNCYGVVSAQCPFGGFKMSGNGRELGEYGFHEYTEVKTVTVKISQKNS
SMN2 splice up – SMN2 splice variant enhancement | AID 1458 | actives 2.8% (n = 210,000) | Potency, µM (titrated, usually from 46.1 µM), without a hit: top-dose activity change, positive = activation, hits mostly activators | HEK293 SMN2-luciferase splicing reporter, luminescence, 30-36 h; also: % of control where 0% means no effect; nearly all actives have a fitted effect of over 55% in size
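qHTS luciferase splicing reporter: luminescence rises when SMN2 exon 7 is included in transfected HEK293 cells. Compound exposure lasted 30-36 h at 37C, with 4.5 mM final sodium butyrate as control, followed by a ONE-Glo read.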
Tau fluor counter – counter-screen for tau fibril formation inhibitors; tau K18 P301L (four-repeat tau fragment) Alexa594 fluorescence, heparin fibrillization; AID 1463; actives 0.93% (n = 280,000); Potency, µM (top dose mostly 57.7 µM), without a hit: top-dose activity change, negative = decrease; also: % is scaled to controls: 0 for no effect and ±100 for the full control effect; nearly all actives have a fitted effect of over 55% in size
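Human K18 P301L tau (15 uM unlabeled plus 0.24 uM Alexa 594-labeled, final) in 100 mM sodium acetate pH 7 was mixed with compound and 20 uM heparin and incubated 6 hr at 37 C.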
HTT ATP protect – cytoprotection in Huntington HTT-Q103 PC12 cell model. PC12 HTT-Q103 induced, cytoprotection, ATP luminescence, 40 h. Potency, µM (top dose mostly 56.4 µM), inactives show cytoprotection (ATP increase), most hits filed as activators. actives 0.14% (n = 230,000);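 also: % of control where 0% means no effect; nearly all actives have a fitted effect of over 45% in size; toxic huntingtin expression switched on by the ecdysone agonist tebufenozide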
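ATP quantification (ATPlite) reports survival of PC12 cells in which tebufenozide, 100 nM final, switches on Htt exon 1 with 103 glutamines linked to GFP; compounds are titrated.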
KDM4E inh – JMJD2E (human) inhibition. actives 1.6% (n = 230,000). JMJD2E catalytic domain, FDH-coupled NADH fluorescence (FDH is formaldehyde dehydrogenase). Potency, µM (series often up to 57.1 µM), inactives show at the highest dose activity change, negative = inhibition, hits mostly inhibitors; active = well fitted inhibition curve with a large enough effect, not every such curve was filed as active; inconclusive = small, poorly fitted or top-dose-only effect, or another doubt; inactive = no such curve, though single readings can be large or run the other way;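 also: 0% = wells with enzyme and -100% = buffer wells without enzyme; nearly all actives have a fitted effect of over 50% in size; many of its hits are not listed in these tables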
Target sequence (B2RXH2 1-337 limits assumed): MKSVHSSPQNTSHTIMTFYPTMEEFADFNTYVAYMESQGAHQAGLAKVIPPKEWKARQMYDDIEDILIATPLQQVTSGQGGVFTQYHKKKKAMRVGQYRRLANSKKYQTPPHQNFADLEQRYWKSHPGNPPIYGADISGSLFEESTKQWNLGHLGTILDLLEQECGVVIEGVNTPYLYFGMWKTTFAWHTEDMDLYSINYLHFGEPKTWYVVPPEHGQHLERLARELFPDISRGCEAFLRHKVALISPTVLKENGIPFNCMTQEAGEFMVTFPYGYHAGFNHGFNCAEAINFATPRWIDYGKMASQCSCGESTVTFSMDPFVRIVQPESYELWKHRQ
* hit, by the source's call; ? = inconclusive; nt = not tested or not shown; & = joins results of further samples; [ ] = another dose, or the depositor's remark. Unless noted, calls follow the shape of the dose curve; as a rule, active = well fitted curve in the direction sought with a large enough effect; inconclusive = small, poorly fitted or top-dose-only effect, or another doubt; inactive = no such curve, though single readings can be large; an effect the other way counts as inactive or inconclusive. Potency is read from the fitted curve at half-maximal effect. This is a subset, so the mix of outcomes need not match the whole.

mol,Tau fluor counter,HttQ103 aggreg,HTT ATP protect,Tau ThT inhib,Tau FP inhib,SMN2 splice up,ALDH1A1 block,KDM4E inh
NC(=O)C1CCN(C(c2ccccc2)c2nnnn2C2CCCC2)CC1 (stereo unspecified),3%,0%,-11%[1.9 µM],4%,-1%,1%,1%,1%
COC(=O)C1=C(C)NC(=O)CC1c1cccc(OC)c1OC (stereo unspecified),2%,-6%,19%,4%,-1%,2%,6%,-3%
O=C(COC(=O)c1ccc(NS(=O)(=O)c2cccs2)cc1)NCc1ccco1,-9%,10%[9.22 µM],-15%[10 µM],-14%,-1%,nt,nt,-12%
CC1=C(C(=O)N(C)C)C(c2cccs2)NC(=O)N1 (stereo unspecified),1%,6%,21%[10 µM],-15%,6%,2%,9%,?
CCN(CC)S(=O)(=O)c1cc(C(=O)N2CCc3ccccc32)ccc1Cl,-13%,?,5%,-10%,1%,-80%[inhibitor],?,12%
COC(=O)CCCNC(=O)c1ccc2[nH]c(C)c(C)c2c1,-7%,1.3µM*,-11%,?,11%,13%,5%,-16%
O=C(Nc1ccc2c(c1)OCCO2)c1cccnc1Oc1ccccc1,-5%,-30%[9.22 µM],0%[10 µM],-1%,-1%,nt,nt,8%
Fc1cccc(NC(=S)NCCc2ccccc2)c1,?,-18%,8%[10 µM],-9%,?,-21%,?,2%
NC(=O)NCCCC(NC(=O)c1ccc(C#CC2(O)CCCCC2)cc1)C(=O)O (stereo unspecified),0%,13%,-12%,2%,4%,1%,-8%,2%
CC1CCCCN1C(=O)c1cccc(NC(=O)c2ccccc2)c1 (stereo unspecified),-6%,-4%[9.22 µM],5%[10 µM],-5%,0%,-21%,3%,3%
CCCCC(=O)N1CCN(c2ccc(OC)cc2[N+](=O)[O-])CC1,-12%,-9%,44%[10 µM],?,9%,-6%,?,0%
COc1cccc(/C=N/NC(=O)CNC(=O)COc2cccc(C)c2)c1O,-18%,-10%[9.22 µM],-14%[10 µM],?,-8%,nt,nt,2.8µM*

New compounds follow:
mol,Tau fluor counter,HttQ103 aggreg,HTT ATP protect,Tau ThT inhib,Tau FP inhib,SMN2 splice up,ALDH1A1 block,KDM4E inh
O=C(Nc1cccc(Cl)c1Cl)C1CC(=O)N(c2ccc(Br)cc2)C1 (stereo unspecified),-17%,?,40%[10 µM],1%,-15%,-52%[inhibitor],-4%,1%
COc1ccc(OC)c(CNC(=O)c2cc3c(-c4ccc(OC)c(OC)c4)nn(C)c3s2)c1,?,nt,nt,-10%,-14%,29%,nt,nt
CCOC(=O)c1ccc(-n2c(CN3CCN(CCO)CC3)nc3ccc([N+](=O)[O-])cc3c2=O)cc1,-17%,4%,-25%,?,3%,12%,?,-14%
COc1cccc(C(=O)Nc2nnc(-c3cccs3)s2)c1,-7%,16%,-28%,-13%,-3%,5.6µM*,?,?
COc1cc2c3c(c1OC)C1(C=CC(=NO)C=C1)CC3N(C(C)=O)CC2 (stereo unspecified),-6%,-2%,-1%,-3%,-8%,0%,10%,-7%
c1ccc2c(c1)nc(-c1ccncc1)n1nnnc21,-9%,-23%,-5%[10 µM],-9%,-11%,-7%,9%,-2%
Cc1ccc(-c2ccc(/C=N/NC(N)=S)o2)cc1,-20%,15%[9.22 µM],29%[10 µM],?,-11%,nt,nt,?
Cc1ccc(/C=N/n2c(C)n[nH]c2=S)o1,10%,13%,-5%,3%,4%,0%,16%,14%
COc1ccc(-c2ccc(SCC(=O)N3CCCC3)nn2)cc1OC,6%,-1%,-14%,-16%,2%,8%,?,-2%
CCc1ccc(OCC2c3cc(OC)c(OC)cc3CCN2C(=S)NC)cc1 (stereo unspecified),-22%,30%,nt,-2%,-1%,15%,-6%,-9%
O=C(O)c1ccccc1Nc1ccc([N+](=O)[O-])cc1,0%,6%,-55%[inhibitor][10 µM],10µM*,4%,7.1µM*,-8%,-4%
Cn1nc([N+](=O)[O-])nc1Sc1nnc(-c2ccccc2)o1,-15%,?,17%,?,-8%,-30%,?,0%

Additional compounds.
mol,Tau fluor counter,HttQ103 aggreg,HTT ATP protect,Tau ThT inhib,Tau FP inhib,SMN2 splice up,ALDH1A1 block,KDM4E inh
Cc1cccc(OCc2cc(=O)n3c4c(sc3n2)CCCC4)c1C,-6%,nt,nt,-14%,2%,-10%,nt,nt
O=C(CSc1nc2ccsc2c(=O)n1Cc1ccc(C(=O)O)cc1)NCC1CCCO1 (stereo unspecified),-18%,15%,nt,-11%,-1%,-5%,-3%,-1%
COC(=O)c1sc(NC(=O)c2ccc(Cn3cc(Cl)cn3)o2)c(C#N)c1C,?,?,-8%,25µM*,?,-14%,3.5µM*,?
COCc1cc(C)nc(Nc2ccccc2C)c1C#N,-11%,2%,-25%,4%,-3%,-18%,-4%,?
COc1ccc(N2CCN(C(=O)C(C)(C)Oc3ccc(Cl)cc3)CC2)cc1,-13%,?,11%[10 µM],?,9%,-28%,10µM*,-20%
CC1(C)CC(=O)c2cc(C(=O)NCc3ccco3)c(=O)n(-c3ccc(Cl)cc3)c2C1,3%,?,-31%,-9%,9%,13%,?,4%
COc1ccc(Br)cc1C1Nc2ccccc2C(=O)N1NC(=O)c1ccncc1 (stereo unspecified),-1%,8%,-20%,-7%,0%,0%,-9%,3%
O=C1CN(S(=O)(=O)c2ccccc2)CC(=O)N1CCc1ccccc1,-3%,-21%,5%,1%,-5%,-11%,6%,3%
C/C=C(\C)C(=O)Nc1cccc(C2=NOC3(C2)C[C@H](C(N)=O)N(C(=O)c2cc([N+](=O)[O-])cc([N+](=O)[O-])c2)C3)c1 (stereo partly specified),-14%,8%[9.22 µM],3%[10 µM],-10%,6%,nt,nt,6%
N#CC1=C(C=Nc2ccccc2O)CCC1,6%,?,-16%,2%,6%,7%,5%,0%
C/C(=N\NC(=S)NCc1ccccc1)c1ccc(Br)cc1,?,?,-125%[inhibitor],-1%,-7%,-27%,?,-22%
CC(C)N1CCN(Cc2cccc(-c3ccco3)c2)CC1CCO (stereo unspecified),-4%[2.34 µM],-10%[9.22 µM],-12%[10 µM],1%,6%,nt,?,?

The listing continues:
mol,Tau fluor counter,HttQ103 aggreg,HTT ATP protect,Tau ThT inhib,Tau FP inhib,SMN2 splice up,ALDH1A1 block,KDM4E inh
CCOC(=O)C1=C(Nc2cccc(Cl)c2)OCC1=O,1%,12%,-39%[inhibitor],0%,3%,-8%,15%,4%
O=C(CN1CCN(c2ccccn2)CC1)NC1CCCC1,-4%,nt,-7%[10 µM],-8%,-1%,-7%,25µM*,3%
CC(=O)N(CN1C(=O)c2ccc([N+](=O)[O-])cc2C1=O)c1ccc(F)cc1,-15%,20%,-15%[10 µM],-2%,5%,14%,?,?
O=S(c1ccc2ccccc2c1)c1cnns1 (stereo unspecified),-8%,18µM*,-88%[inhibitor],?,-6%,-28%,?,-15%
COc1ccc(OCC(=O)NC(=S)Nc2ccc(S(=O)(=O)Nc3cc(OC)nc(OC)n3)cc2)cc1,4%,-5%,nt,-1%,3%,21%,?,7%
CCOC(=O)c1cccc(S(=O)(=O)N2CCOCC2)c1,0%,9%[9.22 µM],8%[10 µM],3%,-4%,nt,-1%,6%
COc1ccc(C(=O)Nc2ccc(S(=O)(=O)Nc3ncccn3)cc2)cc1OC,9%,-11%[9.22 µM],-4%[10 µM],7%,-3%,nt,0%,1%
Cc1cccc(-n2nnnc2SCC(=O)c2cc(C)n(Cc3ccco3)c2C)c1,-15%,-24%,-28%,3%,-6%,-22%,18µM*,-5%
COCCNC(=O)Cn1c(=O)n(CCCCCC(=O)Nc2ccccc2)c(=O)c2sccc21,-12%&10%,?,-18%[10 µM],-6%&6%,-7%&11%,-6%&13%,-8%,-7%
COC(=O)c1cccc(Nc2ncnc3ccc(C)cc23)c1,-18%,6%,?,?,-3%,9%,?,-24%
CN(C)c1cc(-c2ccc(C#N)cc2)oc(=O)c1Cl,-11%,7%[9.22 µM],19%[10 µM],-12%,2%,nt,nt,-2%
COc1ccc(C(=O)NC(=S)Nc2ccc(N3CCCC3)cc2)cc1,-22%,13%,nt,?,2%,-11%,10µM*,-8%

Next part:
mol,Tau fluor counter,HttQ103 aggreg,HTT ATP protect,Tau ThT inhib,Tau FP inhib,SMN2 splice up,ALDH1A1 block,KDM4E inh
CCOc1ccc2[nH]c3c(=O)n(CCc4ccc(OC)cc4)cnc3c2c1,2%,28%[9.22 µM],34%[10 µM],?,-7%,nt,nt,?
CCOC(=O)C1=C(C)N=C2SCCC(=O)N2C1c1ccc(OCc2ccccc2)c(OC)c1 (stereo unspecified),-14%,nt,nt,?,7%,-5%,nt,nt
Cc1ccc(NC(=O)Cc2ccccc2)c(C)c1,11%,2%[9.22 µM],-22%[1.9 µM],4%,-2%,1%,-4%,9%
Oc1ccc(Oc2ccc3c(C(F)(F)F)cc(C(F)(F)F)nc3n2)cc1,-8%,?,-16%,-3%,-7%,-17%,2%,0%
OC(c1ccccn1)(c1ccccn1)c1ccccn1,6%,0%,-27%[10 µM],8%,6%,-75%[inhibitor],4%,-5%
COc1ccc(C2(C)NC(=O)N(Cc3cc(Cl)cc4c3OCOC4)C2=O)cc1OC (stereo unspecified),-10%,5%,-12%[10 µM],-12%,-7%,-4%,-3%,-2%
CCOC(=O)c1sc(NC(=O)CC)nc1C,3%,1%,-6%,2%,7%,4%,3%,7%
COc1cc2c(cc1OC)C(c1ccccc1N)=NCC2,-4%,15%[9.22 µM],16%[10 µM],-8%,4%,nt,7%,-12%
C/C(CCc1ccco1)=N/NC(=O)CCC(=O)Nc1cccc(Cl)c1,-13%,15%,-18%,-5%,-5%,10%,4%,8%
CN(C)S(=O)(=O)c1cccc(NC(=O)CN2C(=O)C3C4C=CC(C4)C3C2=O)c1 (stereo unspecified),7%,4%,21%[0.074 µM],5%,-4%,14%,2%,-3%
COC(=O)CCC(=O)OC1(C)C(=O)C2=CN(C3CCCC3)C(c3ccc(OC)cc3)=CC2=C(Br)C1=O (stereo unspecified),-14%[11.6 µM],-16%[9.22 µM],-17%&-1%[10 µM],16µM*,?,-13%[9.22 µM],10%[13.5 µM],?
CC(=O)NC(Cc1ccc(C(C)C)cc1)C(=O)NC1CCN(C(=O)c2cccc(C)c2)CC1 (stereo unspecified),0%,9%[9.22 µM],26%[10 µM],0%,0%,nt,25µM*,-1%
CCCCc1ccc(NC(=S)NCc2cccnc2)cc1,?,?,nt,-7%,-2%,-61%[inhibitor],?,-19%
